Screening data as filed in PubChem.
BH1578 lux ind: induces V. cholerae light production without autoinducers | activation, % at 18.7 µM | AID 588436 | V. cholerae BH1578 lux reporter, luminescence, 6 h | 350,000 tested, 0.16% active; in the data active = activation mostly above about 9.7%, no sharp cut-off; inconclusive = no clear call, values can overlap the other calls; inactive = mostly below about 3.7%; note: not every result past the cut was called active; inactives centre near 0; reference of the scale not given here
PriA SSB inh: blocks PriA binding to SSB C-terminal tail. AlphaScreen SSBct-PriA binding, biotinylated peptide. inhibition, % at 33 µM. 430,000 tested, 0.6% active. AID 1272365; in the data active = inhibition mostly above about 37%, no sharp cut-off; inactive = mostly below about 20%;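 note: plate controls were negative control peptide for no effect and reference peptide for full effect; strong numbers were not always called active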
TcdB GH inh: blocks C. difficile toxin B glycohydrolase activity | P18177 | 350,000 tested, 0.24% active | inhibition, % at 9.99 µM | AID 652162 | TcdB glycohydrolase enzymatic assay, plate reader; in the data active = inhibition above about 10%
3CLpro inhibitor: SARS-CoV 3CLpro protease inhibition; recombinant SARS-CoV 3CLpro, quenched FRET peptide cleavage; inhibition, % at 6 µM; AID 1706; 290,000 tested, 0.14% active; in the data active = inhibition above about 12%
Y pestis TopoI: blocks Yersinia pestis topoisomerase I activity. Y. pestis Topo-I cleavage product accumulation, plate reader. activity, % at 10 µM. 360,000 tested, 0.064% active. AID 504884; in the data active = activity above about 50%, passing the limit was not always enough; inconclusive = no clear call, values can overlap the other calls; note: inactives centre near 2
MazEF act: increases E. coli MazEF RNase cleavage of RNA; AID 504720; activation, % at 20 µM; 350,000 tested, 0.32% active; FAM/BHQ RNA-DNA oligo cleavage fluorescence, 5 h; P0AE70; in the data active = activation above about 50%
Rv3671c protease: inhibitors of M. tuberculosis serine protease Rv3671c | AID 2606 | 320,000 tested, 0.048% active | inhibition, % at 5.96 µM; in the data active = inhibition above about 38%;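 note: extracellular domain of Rv3671c used as enzyme; 0% = enzyme with DMSO and 100% = no enzyme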
PfHsp40 yeast: compounds rescuing yeast from Plasmodium falciparum HSP40 toxicity; S. cerevisiae expressing PfHsp40, growth rescue, ATP luminescence; growth rescue, % at 12.5 µM; 340,000 tested, 0.68% active; in the data active = growth rescue above about 28%, passing the limit was not always enough; inconclusive = no clear call, values can overlap the other calls;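 note: yeast W303a lacking pdr1 and pdr3 grown in galactose medium; growth measured after three days at 30 °C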
Anthrax LF prot: blocks Bacillus anthracis lethal factor protease; multiplex microsphere protease cleavage assay, LF; P15917; inhibition, % at 10 µM; 360,000 tested, 0.12% active; AID 588501; in the data active = inhibition above about 30%; inconclusive = no clear call, values can overlap the other calls; note: plate controls were buffer without enzyme for full effect and enzyme alone for no effect
DUSP3 inh: blocks human VHR1 dual specificity phosphatase. P51452. recombinant VHR phosphatase, pNPP absorbance. inhibition, % at 13.3 µM. 290,000 tested, 0.52% active. AID 1654; in the data active = inhibition above about 50%; note: some compounds called inactive have numbers as strong as hits
* marks the source's active call; other numbers are inactive results; i = inactive; ? = inconclusive; · = no result given; & = joins results of further samples. A portion of the library; count on the stated rates, not on these rows.

SMILES	BH1578 lux ind	PriA SSB inh	TcdB GH inh	3CLpro inhibitor	Y pestis TopoI	MazEF act	Rv3671c protease	PfHsp40 yeast	Anthrax LF prot	DUSP3 inh
c1cnc2ccc(C(c3nnnn3C3CCCCC3)N3CCCCC3)cc2c1 (stereo unspecified)	·	-11	·	-3	8	4	3	-0.6	1	-9
CC(N)Cc1c[nH]c2ccc(Cl)cc12 (stereo unspecified)	-0.3	-6	·	0	6	9	5	-0.2	2	·
O=C(c1ccco1)N(Cc1cc2ccccc2[nH]c1=O)CC1CCCO1 (stereo unspecified)	i	-6	·	-3	-1	2	-7	-0.6	-7	-4
Cc1ccc(-n2cc(CN3CCN(Cc4nccn4C)CC3)c(-c3ccc(F)cc3)n2)cc1	-0.3	11	1.8	4	22	5	-4	-1.1	0	21
COCCCNc1nc2ccccc2nc1NS(=O)(=O)c1cccs1	-0.3	-25	·	1	1	11	5	-1.3	4	18
Cn1c(=O)cc(SCC(=O)NCCCN2CCN(c3ccc(F)cc3)CC2)c2ccccc21	i	-14	·	-6	34	-3	-1	1.2	2	1
CC(NC(=O)c1ccccc1Br)c1nnc(SCc2ccc([N+](=O)[O-])cc2)n1C (stereo unspecified)	i	-13	-1.3	0	5	3	-2	-0.8	1	8
COc1cccc(CNc2ccc(S(=O)(=O)N3CCCC3)cn2)c1	0.2	-3	1.2	·	8	6	0	0.3	2	·
O=C(COc1ccc(C(=O)c2ccccc2)cc1)NCc1ccc(F)cc1	-0.1	-24	·	-1	0	-2	-2	0.9	3	21
Cc1ccc(S(=O)(=O)/N=C(\N)c2ccc(F)cc2)cc1	-0.6	·	5.5	6	-1	4	-5	-0.5	1	22
O=c1cc(-c2ccccc2)[nH]c2[nH]n(-c3ccccc3)c(=O)c12	i	8	·	3	-4	9	2	-0.2	0	14
COc1ccc(C(=O)COC(=O)c2cc3ccccc3oc2=O)c(OC)c1	i	-15	0.7	·	-8	0	0	1.2	0	·
CCNc1sc(C(=O)OCC)c(N)c1C#N	1.5	-5	1.1	-3	-12	6	0	-0.7	-7	29
O=C1CCC(C(=O)OC(C(=O)Nc2cc(Cl)cc(Cl)c2)c2ccccc2)=NN1 (stereo unspecified)	i	-11	1.6	·	-2	5	-4	-0.7	-1	·
COCCn1c(-c2ccc3ccccc3c2)nc2c1c(=O)[nH]c(=O)n2CC(C)C	-3.8	-8	1.0	2	13	11	5	-1.6	-4	16
COc1ccc(CCNCC(O)Cn2ccc3ccccc32)cc1OC (stereo unspecified)	i	10	1.3	0	6	-1	-1	-0.6	-5	14
CCOc1ccccc1/C=N/NC(=O)c1cccc(Cl)c1	-0.3	·	·	-1	5	5	-7	0.5	0	4
CC1CCN(S(=O)(=O)c2cccc(S(=O)(=O)N3CCOCC3)c2)CC1	i	-12	·	0	7	2	-1	-0.4	-1	13
CC(=O)NC(CCS(C)(=O)=O)C(=O)Nc1cc(Cl)ccc1Cl (stereo unspecified)	-0.6	2&-6	-0.4	3	-8	10	-2	1.3	2	-10
COCCNC(=O)C(=O)NCC1OCCN1S(=O)(=O)c1ccc2c(c1)OCCO2 (stereo unspecified)	i	-15	0.2	-3	2	4	10	-0.8	1	6
CN(C)c1nc2c(c(=O)n(C)c(=O)n2C)n1Cc1ccccc1	i	-16	·	4	0	3	0	-0.4	1	14
CCOc1ccc(Nc2nc(Cl)nc(N3CCN(c4ccc(OC)cc4)CC3)n2)cc1	-0.2	11	2.2	1	12	10	2	4.1	-4	12
O=C(NCc1ccco1)C(c1ccccc1)N(Cc1ccccc1)C(=O)Cn1nnc2ccccc21 (stereo unspecified)	i	-7	·	0	20	-8	-2	1.2	0	13
COC(=O)c1c(C)n(Cc2ccc3c(c2)OCO3)c2ccc(O)cc12	-3.7	2	·	5	15	-2	8	3.1	-5	-1
Nc1ccc(Br)cc1C(=O)O	-0.5	-4	0.0	4	-1	8	-2	0.1	-1	-2

3 structures out of the list, ordered by SMILES length, lowest first:
SMILES	BH1578 lux ind	PriA SSB inh	TcdB GH inh	3CLpro inhibitor	Y pestis TopoI	MazEF act	Rv3671c protease	PfHsp40 yeast	Anthrax LF prot	DUSP3 inh
Nc1ccc(Br)cc1C(=O)O	-0.5	-4	0.0	4	-1	8	-2	0.1	-1	-2
COCCCNc1nc2ccccc2nc1NS(=O)(=O)c1cccs1	-0.3	-25	·	1	1	11	5	-1.3	4	18
Cn1c(=O)cc(SCC(=O)NCCCN2CCN(c3ccc(F)cc3)CC2)c2ccccc21	i	-14	·	-6	34	-3	-1	1.2	2	1

Some of the entries so far, as a markdown table.
| SMILES | BH1578 lux ind | PriA SSB inh | TcdB GH inh | 3CLpro inhibitor | Y pestis TopoI | MazEF act | Rv3671c protease | PfHsp40 yeast | Anthrax LF prot | DUSP3 inh |
| --- | --- | --- | --- | --- | --- | --- | --- | --- | --- | --- |
| O=c1cc(-c2ccccc2)[nH]c2[nH]n(-c3ccccc3)c(=O)c12 | i | 8 | · | 3 | -4 | 9 | 2 | -0.2 | 0 | 14 |
| COc1ccc(C(=O)COC(=O)c2cc3ccccc3oc2=O)c(OC)c1 | i | -15 | 0.7 | · | -8 | 0 | 0 | 1.2 | 0 | · |
| CCNc1sc(C(=O)OCC)c(N)c1C#N | 1.5 | -5 | 1.1 | -3 | -12 | 6 | 0 | -0.7 | -7 | 29 |
| O=C1CCC(C(=O)OC(C(=O)Nc2cc(Cl)cc(Cl)c2)c2ccccc2)=NN1 (stereo unspecified) | i | -11 | 1.6 | · | -2 | 5 | -4 | -0.7 | -1 | · |
| COCCn1c(-c2ccc3ccccc3c2)nc2c1c(=O)[nH]c(=O)n2CC(C)C | -3.8 | -8 | 1.0 | 2 | 13 | 11 | 5 | -1.6 | -4 | 16 |

The listing continues:
SMILES	BH1578 lux ind	PriA SSB inh	TcdB GH inh	3CLpro inhibitor	Y pestis TopoI	MazEF act	Rv3671c protease	PfHsp40 yeast	Anthrax LF prot	DUSP3 inh
Cc1ccccc1-c1nc(S(=O)(=O)c2ccccc2)c(NCCN2CCOCC2)o1	3.7	·	0.7	·	23	4	·	·	-11	·
CCOc1ccc(C2C(C#N)=C(N)Oc3cc(C)n(CCN4CCOCC4)c(=O)c32)cc1OCC (stereo unspecified)	-1.2	-6	·	-3	-9	3	·	0.5	0	-11
Cn1nccc1NC(=O)CSCC(=O)O	-0.3	0	-0.2	-5	-2	11	-12	-1.5	0	13
Cc1ccc(S(=O)(=O)N2[C@@H](c3ccc(Br)cc3)C(C(=O)O)=CC[C@H]2c2ccc3c(c2)OCO3)cc1	i	-3	-1.8	·	11	-8	-3	6.4	1	·
Cc1csc(=O)n1CC(=O)Nc1ccc(C(C)C)cc1	-0.9	-1	-1.5	·	-3	3	·	0.6	6	·
Cc1ccc(NC(=O)N2CCC(c3ccccc3)C2)cc1C (stereo unspecified)	-0.4	-15	0.7	-1	0	10	3	-0.6	-4	16
CC(=O)Nc1ccc(S(=O)(=O)NCc2ccncc2)cc1	-0.4	-17	0.7	-2	1	6	-4	0.3	-1	0
CCCn1nnc2ccccc2c1=O	-0.3	-13	·	-6	11	-6	6	0.1	-12	26
Cc1c(C#N)c2ccccc2n1CC(=O)O	i	-20	-1.1	2	3	-6	-6	-0.2	-2	·
CCOC(=O)c1cc(C#N)c(N)nc1C	i	-17	·	-2	5	-2	0	-0.3	0	-25
NNC(=O)CCn1c2ccccc2c2ccccc21	1.4	-2	-0.3	5	5	-4	-2	-0.3	2	30
Cc1ccc(-n2nc3c(=O)n(CC(=O)NC4CCCCCC4)nc(C)c3c2C)cc1	-0.2	-12	-0.2	8	6	2	-14	-0.3	4	23
O=C(CSc1nnc(Cc2cccs2)n1Cc1ccco1)Nc1cc(Cl)cc(Cl)c1	i	6	·	2	-1	12	-25	2.1	-5	12
Cn1cnnc1SCCC(=O)Nc1ccccc1	i	-10	·	-1	1	9	2	-0.4	-3	14
CCc1ccc2nc(N(CCN(C)C)C(=O)c3ccc4ncsc4c3)sc2c1	-0.5	13&37	0.4	-3	16	4	-7	0.3	-4	-35
CCc1cc(-c2[nH]ncc2-c2ccc3c(c2)OCO3)c(O)cc1O	i	49	·	6	0	6	25	0.8	3	13
CC(=O)Nc1sc(C)c(C)c1C(=O)OCC(=O)NC(C)c1ccccc1 (stereo unspecified)	-1.7	-12	2.3	·	20	4	·	-1.2	·	·
C#CCNC(=O)C1=C[C@H](c2csc3ccccc23)C[C@H](OCc2ccc(CO)cc2)O1	i	9	0.5	7	21	4	-3	-2.0	2	16
C[C@H](NC(=O)c1ccccc1Cl)C(=O)OCC(=O)N1CC2(C)CC1CC(C)(C)C2 (stereo partly specified)	i	-5	1.3	2	-2	-2	2	1.7	-1	-1
COc1ccc(Cl)cc1-c1nc(SCC(=O)NC(C)(C)C)n[nH]1	-0.5	-13	1.4	-4	5	-7	9	0.8	-5	16
O=C(Nc1ccc(Cl)c(NC(=O)c2cccs2)c1)c1ccco1	i	-9	1.2	-5	-5	4	-4	-0.6	-12	30
CC(C)NC(=O)CN(c1cccc([N+](=O)[O-])c1)S(=O)(=O)c1ccccc1	-0.3	11	0.4	0	0	5	-8	-0.5	0	9
Cn1nnnc1SCc1csc(Nc2ccccc2)n1	-0.7	9	·	4	-4	3	5	-1.5	-1	29
O=C(Cn1nnc(-c2ccccc2)n1)Nc1cccc(S(=O)(=O)N2CCOCC2)c1	0.6	-2	0.1	·	-2	-1	-1	-1.0	1	·
COc1cccc(C(=O)Nc2ccc3c(c2)C(=O)N(CCC(=O)O)C3=O)c1	-2.2	-28	·	3	-1	-1	-2	0.9	-1	32
(more compounds)
SMILES	BH1578 lux ind	PriA SSB inh	TcdB GH inh	3CLpro inhibitor	Y pestis TopoI	MazEF act	Rv3671c protease	PfHsp40 yeast	Anthrax LF prot	DUSP3 inh
NNC(=O)[C@H](Cc1ccccc1)NC(=O)NCCc1ccccc1	-1.0	-6	-1.2	-1	9	4	-17	-0.1	2	·
CCOc1ccc(N(CC(=O)NCC2CCCO2)S(=O)(=O)c2ccc(Cl)cc2)cc1 (stereo unspecified)	-0.3	-1	·	2	4	0	-12	1.2	-3	12
CCOC(=O)/C(C#N)=C/Nc1ccccc1NS(=O)(=O)c1ccc2c(c1)OCCO2	i	·	0.9	·	1	-16	-2	-1.1	?	·
CCCC(C(=O)Nc1ccc(S(=O)(=O)Nc2nccs2)cc1)c1ccccc1 (stereo unspecified)	i	-5	-0.5	·	1	-2	·	-0.3	-2	·
Cc1cc(S(=O)(=O)N(Cc2ccc(C(C)(C)C)cc2)Cc2cccs2)ccc1-n1cnnn1	-0.9	-11	·	2	-5	2	-12	0.3	-2	5
CCc1nc(SCc2cccnc2)[nH]c(=O)c1C	-0.3	4	·	0	5	5	2	-1.4	-2	29

Three of these compounds in another layout:
| SMILES | BH1578 lux ind | PriA SSB inh | TcdB GH inh | 3CLpro inhibitor | Y pestis TopoI | MazEF act | Rv3671c protease | PfHsp40 yeast | Anthrax LF prot | DUSP3 inh |
| --- | --- | --- | --- | --- | --- | --- | --- | --- | --- | --- |
| NNC(=O)[C@H](Cc1ccccc1)NC(=O)NCCc1ccccc1 | -1.0 | -6 | -1.2 | -1 | 9 | 4 | -17 | -0.1 | 2 | · |
| CCOc1ccc(N(CC(=O)NCC2CCCO2)S(=O)(=O)c2ccc(Cl)cc2)cc1 (stereo unspecified) | -0.3 | -1 | · | 2 | 4 | 0 | -12 | 1.2 | -3 | 12 |
| CCOC(=O)/C(C#N)=C/Nc1ccccc1NS(=O)(=O)c1ccc2c(c1)OCCO2 | i | · | 0.9 | · | 1 | -16 | -2 | -1.1 | ? | · |
